Screening data: PubChem, several laboratories
MEKK2wt PB1 HTS: raises or lowers MEK5 binding to wildtype human MEKK2 PB1 domain; actives 1.1% (n = 290,000); Q9Y2U5; binding response (% of control), % at 10 µM; AID 1531; bead flow cytometry, Alexa488-MEK5 binding to MEKK2 WT; actives lie on both sides; in the data active = binding response below about 67% or above about 130%; inconclusive = no clear call, values can overlap the other calls; inactive = in between
OXTR ag: human OXTR agonism. P30559. CHO-OTR cells, Fluo-8 calcium fluorescence; normalized: DMSO 0%, oxytocin 100%. activation, % at 3 µM. actives 0.32% (n = 320,000). AID 2435;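 active = activation above the mean of all tested compounds plus 3 SD, cutoff set per screening run, cut at about 20% in these data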;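 also: peak over basal fluorescence ratio from a 100 s FLIPR kinetic read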
PHOSPHO1 block: inhibitors of human PHOSPHO1 phosphatase | inhibition, % at 13.3 µM | AID 1565 | Q8TCT1 | actives 1.1% (n = 290,000) | recombinant PHOSPHO1, absorbance phosphatase assay; in the data active = inhibition above about 60%
Target sequence (Q8TCT1 whole entry, looked up): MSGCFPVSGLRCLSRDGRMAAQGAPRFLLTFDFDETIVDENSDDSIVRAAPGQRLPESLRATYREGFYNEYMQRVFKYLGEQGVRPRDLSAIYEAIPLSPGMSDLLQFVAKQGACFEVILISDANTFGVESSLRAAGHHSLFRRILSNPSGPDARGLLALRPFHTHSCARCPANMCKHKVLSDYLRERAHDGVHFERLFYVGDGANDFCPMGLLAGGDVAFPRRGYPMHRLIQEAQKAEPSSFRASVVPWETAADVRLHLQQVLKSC
DNA FID counter: counter-screen for HCV NS3 helicase inhibitors: DNA intercalator displacement. DNA fluorescent intercalator displacement, fluorescence. actives 0.17% (n = 290,000). inhibition, % at 7.9 µM; in the data active = inhibition above about 37%;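 also: 0% = vehicle and 100% = reference compound; higher means more ethidium bromide displaced from hairpin DNA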
PfM18AAP inh: PfM18AAP enzyme inhibition; recombinant PfM18AAP, H-Glu-NHMec fluorogenic cleavage; inhibition, % at 7.35 µM; actives 1.2% (n = 290,000);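 active = inhibition above the campaign mean inhibition over all tested compounds plus 3 SD, cut at about 28% in these data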;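 also: 0% = plate median of test compound wells and 100% = 2 mM ZnCl2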
MEKK2 mut-MEK5: signal of MEK5 binding to mutant human MEKK2 PB1 domain; percent response, % at 10 µM; AID 1530; bead flow cytometry, Alexa488-MEK5 binding to MEKK2 mutant; actives 0.35% (n = 290,000); in the data active = percent response above about 24%, passing the limit was not always enough; also: inactives centre near 1; some results filed as inactive read as strong as hits; reference of the scale not given here
NALP1 yeast inh: blocks the NALP1 inflammasome reconstituted in yeast; S. cerevisiae NALP1/ASC/caspase-1 growth, X-gal OD620, 72 h; inhibition, % at 10 µM; actives 0.61% (n = 280,000); in the data active = inhibition mostly above about 24%, no sharp cut-off; inactive = mostly below about 32%; also: some compounds called inactive have numbers as strong as hits
MEKK3 PB1 HTS: MEKK3-MEK5 PB1 interaction, increase or decrease; Q99759; bead-based flow cytometry, Alexa488-MEK5 binding to MEKK3; actives lie on both sides; 0 = blocked by unlabeled MEK5, 100 = vehicle; binding response (% of control), % at 10 µM; actives 1.4% (n = 290,000);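 active = binding response more than 3 SD above or below the average of its plate-row segment, actives on both sides; inconclusive = wells at one plate position flagged as instrument error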;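 also: Alexa488 bead fluorescence after subtracting the streptavidin-only scavenger bead signal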
Target sequence (Q99759 whole entry, looked up): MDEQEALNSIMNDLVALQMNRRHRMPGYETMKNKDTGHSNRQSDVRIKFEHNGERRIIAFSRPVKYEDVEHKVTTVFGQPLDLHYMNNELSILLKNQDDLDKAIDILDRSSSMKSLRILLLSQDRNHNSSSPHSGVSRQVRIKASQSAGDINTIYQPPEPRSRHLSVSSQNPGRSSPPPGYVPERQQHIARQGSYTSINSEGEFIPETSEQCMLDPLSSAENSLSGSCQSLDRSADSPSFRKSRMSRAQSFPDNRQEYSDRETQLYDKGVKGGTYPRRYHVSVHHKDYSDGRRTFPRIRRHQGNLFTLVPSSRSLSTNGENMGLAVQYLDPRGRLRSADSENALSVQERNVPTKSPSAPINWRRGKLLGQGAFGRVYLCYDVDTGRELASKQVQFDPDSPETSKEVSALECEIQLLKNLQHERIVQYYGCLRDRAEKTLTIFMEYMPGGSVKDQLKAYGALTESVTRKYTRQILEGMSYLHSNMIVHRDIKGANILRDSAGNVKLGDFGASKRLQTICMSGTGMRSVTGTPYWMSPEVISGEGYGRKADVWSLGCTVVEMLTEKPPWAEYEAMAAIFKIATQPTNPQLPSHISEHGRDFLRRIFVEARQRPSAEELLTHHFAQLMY
GPR7 antagonist: blocks human GPR7 receptor signaling. inhibition, % at 4.4 µM. GPR7-expressing cells, fluorescence antagonist assay. actives 1.1% (n = 290,000). P48145; in the data active = inhibition above about 16%, passing the limit was not always enough;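 also: cells stimulated with the agonist NPW; 0% = agonist with vehicle and 100% = vehicle without agonist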
Numbers without * were called inactive; u = inconclusive; x = not tested or not shown; [ ] = dose if it differs, or a comment.

SMILES | MEKK2wt PB1 HTS | OXTR ag | PHOSPHO1 block | DNA FID counter | PfM18AAP inh | MEKK2 mut-MEK5 | NALP1 yeast inh | MEKK3 PB1 HTS | GPR7 antagonist
O=C(Nc1nnc(SCc2ccccc2)s1)c1cccc([N+](=O)[O-])c1 | 105.0 | 7.4 | -9.0 | 4.4 | -3.8 | 22.0 | 38.1 | 105.0 | -3.8
COCCCNC(=S)N(CCCO)Cc1cc2cc3c(cc2[nH]c1=O)OCCO3 | 107.0 | 0.5 | 8.3 | -11.7 | -1.8 | 16.0 | 3.2 | 104.0 | -0.1
FC(F)(F)c1ccc(-c2n[nH]c(=S)o2)nc1 | 103.0 | -0.2 | -10.3 | 3.8 | 3.5 | 6.0 | 2.8 | 104.0 | -6.4
CCCC1CCC(C(=O)Nn2cnc3ccccc3c2=O)CC1 (stereo unspecified) | 100.0 | 0.2 | -6.7 | -2.9 | 2.7 | -1.0 | 14.6 | 101.0 | -5.6
CCN(CC)S(=O)(=O)c1ccc(O)c(NC(=O)c2cc(-c3cc(OC)c(OC)c(OC)c3)nc3ccccc23)c1 | 97.0 | -0.2 | -87.8 | -32.7 | 16.4 | -1.0 | 17.5 | 104.0 | -14.4
COc1ccccc1NC(=O)c1cc(S(=O)(=O)NCc2ccccc2)ccc1F | 90.0 | -1.0 | 5.4 | -17.7 | -0.2 | -10.0 | -0.7 | 95.0 | -7.7
Cc1ccccc1-n1c(SCC(=O)N(C)C2CCS(=O)(=O)C2)nc2ccccc2c1=O (stereo unspecified) | 101.0 | 1.0 | 37.0 | -16.0 | -1.3 | 4.0 | 13.1 | 101.0 | -2.1
CCOc1ccc(CCNC(=O)C(C)N2C(=O)CC(C)(C)Sc3ccccc32)cc1 (stereo unspecified) | 104.0 | -1.8 | -2.0 | -55.5 | -3.9 | 3.0 | -6.2 | 100.0 | -8.0
Cc1cccc(NC(=O)Nc2ccc3c(c2)CCC3)c1 | 107.0 | 3.4 | 28.7 | -5.2 | -18.5 | 6.0 | 5.4 | 102.0 | 4.2
COc1ccc(CC(=O)OCC(=O)Nc2ccc(N3CCOCC3)cc2)cc1 | 102.0 | 0.7 | 28.5 | -8.2 | 2.7 | -1.0 | -1.4 | 103.0 | -10.5
CCOc1cc(C2C(C#N)=C(N)OC3CCCC(=O)C32)ccc1OCCN1CCOCC1 (stereo unspecified) | 96.0 | 0.6 | 46.2 | -3.2 | 3.4 | -14.0 | -8.8 | 91.0 | -3.9
N#Cc1nc(-c2ccc(OCc3ccccc3)cc2)oc1N1CCOCC1 | 95.0 | -0.4 | -34.4 | -1.3 | 6.9 | 0.0 | -16.1 | 95.0 | -10.4
O=C(COC(=O)C12CC3CC(CC(C3)C1)C2)Nc1ccc([N+](=O)[O-])cc1Br | 93.0 | -0.7 | 1.0 | 1.3 | 1.0 | -3.0 | 14.2 | 86.0 | -2.7
COc1ccccc1N(C(C)=O)C1SC(=O)N(c2ccccc2)C1=O (stereo unspecified) | 105.0 | -0.6 | 29.2 | -3.8 | -0.3 | 2.0 | 7.6 | 116.0 | -5.0
Cc1noc(C)c1C(=O)N1CCCC(C(=O)c2cccc(C(F)(F)F)c2)C1 (stereo unspecified) | 106.0 | -1.1 | 36.8 | -14.8 | 3.5 | 3.0 | 3.9 | 100.0 | -8.4
Cc1nn(-c2ccccc2)c(C)c1NC(=O)c1ccc(S(=O)(=O)N2CCCC2)cc1 | 101.0 | 1.9 | 5.2 | -26.8 | 1.0 | 1.0 | 14.5 | 98.0 | -4.2
Oc1ccc(Cn2ccnc2)c2cccnc12 | 107.0 | -0.7 | 20.8 | -0.5 | -9.1 | -5.0 | -6.0 | 101.0 | -3.9
CCCc1ccc(S(=O)(=O)NCC2CCCN2CC)cc1 (stereo unspecified) | 103.0 | x | 24.2 | -3.8 | 3.9 | 0.0 | 14.2 | 99.0 | -13.7
O=C(N/N=C/c1cccc2ccccc12)c1n[nH]c2c1CCCC2 | 83.0 | -0.1 | 24.4 | -2.7 | -1.3 | -11.0 | 2.6 | 91.0 | -8.3
Cc1ccc(S(=O)(=O)c2c(C)cc(C)nc2Cl)cc1 | 109.0 | -1.6 | 7.0 | -11.4 | -2.4 | -1.0 | 33.9 | 110.0 | -3.3
CN1CCC(=NNc2ncnc3sc4c(c23)CCCC4)CC1 | 96.0 | 0.5 | -19.4 | 2.5 | -0.3 | -2.0 | 3.3 | 90.0 | 14.2
Cc1ccccc1NC(=O)NC1(C(=O)N2CCC(O)CC2)CCCCC1 | 94.0 | -0.1 | -4.3 | -3.3 | 1.0 | -9.0 | 15.1 | 95.0 | -0.8
CCOc1ccc2[nH]c(=O)c(CN(Cc3ccco3)Cc3nnnn3Cc3ccccc3)cc2c1 | 101.0 | 0.5 | -29.9 | -12.7 | 10.4 | 3.0 | 13.2 | 108.0 | -12.2
O=C(CCCN1C(=O)/C(=C\c2cccs2)SC1=S)Nc1cc([N+](=O)[O-])ccc1O | 99.0 | -0.5 | 17.6 | 0.8 | -11.7 | 4.0 | 0.5 | 105.0 | -16.4
COc1ccc(OC)c(NC(=O)CCS(=O)(=O)c2cc3c(cc2C)NC(=O)CO3)c1 | 99.0 | 0.8 | 27.3 | -3.1 | 0.6 | 2.0 | 12.1 | 97.0 | 11.3

An excerpt from above in order of the MEKK3 PB1 HTS value, descending:
Molecule | MEKK3 PB1 HTS
Cc1ccc(S(=O)(=O)c2c(C)cc(C)nc2Cl)cc1 | 110.0
O=C(Nc1nnc(SCc2ccccc2)s1)c1cccc([N+](=O)[O-])c1 | 105.0
CCOc1cc(C2C(C#N)=C(N)OC3CCCC(=O)C32)ccc1OCCN1CCOCC1 (stereo unspecified) | 91.0

The listing continues.
SMILES | MEKK2wt PB1 HTS | OXTR ag | PHOSPHO1 block | DNA FID counter | PfM18AAP inh | MEKK2 mut-MEK5 | NALP1 yeast inh | MEKK3 PB1 HTS | GPR7 antagonist
COC(=O)c1ccc(N(CC(=O)NC2CCCC2)C(=O)CNC(=O)c2ccco2)cc1 | 101.0 | 0.3 | 29.4 | -6.1 | -11.9 | 5.0 | 20.4 | 102.0 | 5.7
COC(=O)Cc1sc(-c2ccccn2)nc1-c1ccccc1 | 96.0 | -1.9 | -34.7 | -18.0 | 32.6* | -5.0 | -19.5 | 102.0 | -17.9
N/C(=N\N=C\c1ccc2c(c1)OCO2)SC1CC(=O)N(c2ccc(C(=O)O)cc2)C1=O (stereo unspecified) | 97.0 | -0.9 | 27.1 | -5.4 | 1.2 | -2.0 | 11.0 | 102.0 | -8.2
COc1cc(CNCCc2ccc(S(N)(=O)=O)cc2)ccc1OCC(=O)NC1CCCCC1 | 112.0 | -1.2 | 26.1 | 19.2 | 2.7 | 6.0 | 15.3 | 98.0 | 8.9
COc1cc2c(cc1OC)CC(C(=O)NCc1ccccc1)NC2 (stereo unspecified) | 104.0 | 0.1 | 15.6 | -12.3 | 11.5 | 3.0 | 24.1 | 105.0 | 0.0
COc1ccc(C)cc1S(=O)(=O)n1cnc(C)c1 | 105.0 | -0.7 | 14.9 | 0.3 | -11.1 | 2.0 | 2.4 | 103.0 | -10.4
CCc1nc(SCC(=O)Nc2cc(C)on2)c2c(=O)n(C)c(=O)n(C)c2n1 | 108.0 | 0.3 | 11.7 | 1.8 | -1.3 | 4.0 | x | 105.0 | -11.7
CN(C)c1nc(Oc2ccc(=O)n(-c3ccccc3)n2)nc(N2CCOCC2)n1 | 100.0 | -1.0 | -10.0 | -22.2 | 0.9 | -3.0 | 5.6 | 99.0 | -6.8
CCCCN(CC)C(=O)Cn1cnc2sc(C)c(S(=O)(=O)N3CCC(C)CC3)c2c1=O | 102.0 | 3.5 | 14.3 | -36.3 | 7.0 | 6.0 | 13.4 | 101.0 | 2.6
Cc1cc(C)c(C#N)c(Oc2ccc(F)cc2)n1 | 105.0 | -1.8 | 50.0 | -2.6 | -2.4 | 6.0 | 6.9 | 104.0 | 5.4
COc1ccc(CSc2nc3ccccc3c(=O)[nH]2)cc1F | 9.0*[inhibitor] | 1.4 | 32.0 | -10.7 | 1.6 | -23.0 | 4.6 | 6.0*[inhibitor] | -12.6
Cc1ccc(-c2csc(/C(C#N)=C(\O)CN3CCN(C(=O)c4ccco4)CC3)n2)cc1 | 98.0 | 2.3 | -31.2 | -16.9 | -12.1 | 1.0 | 2.9 | 98.0 | 9.9
CN(c1ccccc1)S(=O)(=O)c1cccc(NC(=O)CCN2C(=O)C3CCCCC3C2=O)c1 (stereo unspecified) | 97.0 | -0.5 | 8.2 | -20.0 | -1.1 | -1.0 | 2.4 | 105.0 | -4.6
CC(C)OCCCNC(=O)c1ccc(NC(=O)C2CCCO2)cc1 (stereo unspecified) | 104.0 | 0.1 | 20.5 | -13.0 | -6.4 | 0.0 | 10.7 | 107.0 | -13.4
CC(C)CN1CCN(Cc2cccc3nccnc23)CC1CCO (stereo unspecified) | 94.0 | 0.2 | 21.9 | -0.8 | 6.8 | 0.0 | 13.0 | 98.0 | -20.3
COc1ccc(NC(=O)c2nnn(Cc3cccc(F)c3)c2N)c(OC)c1 | 98.0 | 1.3 | 19.5 | -4.8 | -2.7 | 1.0 | 14.7 | 96.0 | -0.2
Cc1ccsc1/C=N/NC(=O)CN1CCN(Cc2ccccc2)CC1 | 95.0 | 0.3 | 16.2 | -1.8 | -5.5 | -13.0 | 3.9 | 96.0 | -21.4
CCOC(=O)C1=C(c2ccccc2)Nc2ncnn2C1c1ccc(C(=O)O)cc1 (stereo unspecified) | u | 0.4 | 43.0 | -11.8 | 6.8 | -21.0 | 24.9 | u | 18.1
CCN1C(=O)C2(C(C(=O)c3cc4ccccc4o3)=C(O)C(=O)N2CCCN2CCOCC2)c2ccccc21 (stereo unspecified) | 98.0 | 0.4 | 21.9 | -37.6 | -6.8 | 2.0 | x | 98.0 | -2.6
CCC1COCCS(=O)(=O)N1Cc1ccccc1F (stereo unspecified) | 101.0 | -0.1 | -7.3 | -2.7 | -4.4 | -6.0 | 19.0 | 101.0 | -5.0
Cc1onc(-c2c(F)cccc2Cl)c1C(=O)NC(=S)NC1CCS(=O)(=O)C1 (stereo unspecified) | 89.0 | 1.2 | 4.2 | -6.0 | 6.5 | -5.0 | 10.7 | 87.0 | 15.1
Cc1cc([N+](=O)[O-])nn1CC(=O)NNC(=S)Nc1ccc(Cl)cc1 | 104.0 | 0.2 | 93.0* | 2.2 | 16.9 | 5.0 | 7.8 | 102.0 | -8.0
C[C@@]12CC(=O)NC1N(C(=O)c1cccc(C(F)(F)F)c1)C(c1ccccc1OC(=O)c1cccc(C(F)(F)F)c1)C2 (stereo partly specified) | 96.0 | -0.9 | 4.2 | -27.7 | -4.2 | 3.0 | 10.5 | 102.0 | 5.7
Cc1ccc(N2C(=O)N(CC(=O)Nc3cc(C)cc(C)c3)C(=O)C2C)cc1 (stereo unspecified) | 96.0 | -0.9 | -17.2 | -16.5 | 5.2 | -9.0 | 18.9 | 98.0 | -11.5
Cc1ccc(S(=O)(=O)NCc2ccncc2)c(C)c1C | 94.0 | 16.3 | 1.2 | -3.6 | -15.6 | -8.0 | -0.8 | 95.0 | 15.0

Part of the list above, with two lines to a compound.
Order of results – MEKK2wt PB1 HTS	OXTR ag	PHOSPHO1 block	DNA FID counter	PfM18AAP inh	MEKK2 mut-MEK5	NALP1 yeast inh	MEKK3 PB1 HTS	GPR7 antagonist
- Cc1ccsc1/C=N/NC(=O)CN1CCN(Cc2ccccc2)CC1
 : 95.0	0.3	16.2	-1.8	-5.5	-13.0	3.9	96.0	-21.4
- CN(C)c1nc(Oc2ccc(=O)n(-c3ccccc3)n2)nc(N2CCOCC2)n1
 : 100.0	-1.0	-10.0	-22.2	0.9	-3.0	5.6	99.0	-6.8
- CCCCN(CC)C(=O)Cn1cnc2sc(C)c(S(=O)(=O)N3CCC(C)CC3)c2c1=O
 : 102.0	3.5	14.3	-36.3	7.0	6.0	13.4	101.0	2.6
